Screening results: PubChem, Emory University Molecular Libraries Screening Center
14-3-3 PPI: modulators of 14-3-3 gamma protein binding, primary screen, biochemical, fluorescence polarization | 14-3-3 protein gamma (Homo sapiens), P61981 | FP, 14-3-3gamma / TMR-pS259-Raf peptide binding | 0.19% of 160,000 active | inhibition, % at 40 µM; in the data active means inhibition above about 30%;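 further: 0% = protein plus tracer without compound and 100% = blank with tracer alone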
Target sequence (P61981 whole entry, looked up): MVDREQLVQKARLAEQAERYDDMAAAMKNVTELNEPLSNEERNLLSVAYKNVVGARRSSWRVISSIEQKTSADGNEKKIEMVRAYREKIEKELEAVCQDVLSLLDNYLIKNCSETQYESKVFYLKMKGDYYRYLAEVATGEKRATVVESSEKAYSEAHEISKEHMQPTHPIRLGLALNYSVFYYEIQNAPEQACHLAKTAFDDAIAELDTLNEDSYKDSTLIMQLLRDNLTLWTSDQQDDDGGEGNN
Active calls of the source: *; & = joins results of further samples.

No.	Structure	14-3-3 PPI
1	O=C(Nc1ccc(Br)cn1)c1cc2n(n1)C(C(F)(F)F)CC(c1cccs1)N2 (stereo unspecified)	-8
2	CC1CCN(S(=O)(=O)c2ccc(C(=O)N=c3sc4cccc(Cl)c4n3C)cc2)CC1	-5
3	O=C(NCCN1C(=O)C2C3C=CC(C3)C2C1=O)N1CCOCC1 (stereo unspecified)	-2
4	Cc1ccccc1-n1nc2c(c1NC(=O)c1ccc([N+](=O)[O-])cc1)CS(=O)(=O)C2	-6
5	Cc1cccc(NC(=O)C2CCC(CNS(=O)(=O)c3ccc(Br)s3)CC2)c1 (stereo unspecified)	-6
6	COC(=O)Nc1nnc(SCc2ccc(C)cc2)s1	-2
7	Nc1nc2c(s1)C(=O)CCC2	-4
8	NC(=O)c1c(NC(=O)CSc2nnc(-c3ccccc3)n2CC2CCCO2)sc2c1CCC2 (stereo unspecified)	-6
9	CCCOC(=O)c1ccc(NC(=O)c2c(O)c3cccc4c3n(c2=O)CCC4)cc1	-4
10	CC(=O)C(Sc1ccc2nnc(-c3ccc(C)cc3)n2n1)C(C)=O	-4
11	Fc1ccc(C2=Nn3c(nnc3-c3ccccc3Br)SC2)cc1	-5
12	Brc1ccc(-c2nc3cc(N=Cc4ccc5c(c4)OCO5)ccc3o2)cc1	-2
13	CC(=O)N1c2c(cc(Br)cc2S(=O)(=O)N2CCCC(C)C2)CC1C (stereo unspecified)	-1
14	CCn1c(COc2cccc(OC)c2)nnc1SCC(=O)Nc1cccc(OC)c1	2
15	O=C(Nc1ccccc1Sc1ccccc1)C1CCCO1 (stereo unspecified)	-4
16	O=C(Oc1cccnc1)c1cc2ccccc2o1	-6
17	CCOC(=O)C1=C(CC)NC2=C(C(=O)CCC2)C1c1ccncc1 (stereo unspecified)	1
18	N=C(N)SCCc1ccc(CCSC(=N)N)cc1	3
19	O=C(Nc1ccc(-c2csc(Nc3ccccc3F)n2)cc1)c1ccccc1	-14
20	Cc1cc(Nc2ccc(F)cc2F)n2nc(C)nc2n1	3
21	CCOC(=O)c1cc2c(=O)n3ccccc3nc2n(CC2CCCO2)c1=NC(=O)c1ccc(OC)cc1OC (stereo unspecified)	-8
22	O=C1C2CCCCC2C(=O)N1c1ccc(NC2CCN(Cc3ccccc3)CC2)c([N+](=O)[O-])c1 (stereo unspecified)	3
23	COc1ccc(OC)c(S(=O)(=O)NCCC2=CCCCC2)c1	1
24	CN1C(=O)CC(C(=O)Nc2ccc(C(=O)O)cc2)SC1=Nc1ccccc1 (stereo unspecified)	4
25	O=C(Nc1ccc([N+](=O)[O-])cc1Cl)c1cccc(C(=O)Nc2ccc([N+](=O)[O-])cc2Cl)n1	8
26	CC(=O)c1cccc(NC(=O)N2CCCC2C(=O)NCCC(C)C)c1 (stereo unspecified)	12
27	COc1cc(OC)cc(-c2nc(-c3nonc3N)no2)c1	-1
28	O=C(Nc1ccc(O)c(-c2nc3ccccc3o2)c1)c1ccccc1I	-64
29	O=C(Nc1cccc(-c2nc3ccccc3o2)c1)c1cnccn1	-38
30	CCOc1ccc(Nc2nc3ccccc3nc2NS(=O)(=O)c2ccccc2)cc1	-30
31	Cc1ccc2nc(-c3ccc(N=c4oc5ccccc5cc4C(N)=O)cc3)sc2c1	-2
32	CCC(C)OC(=O)C1=C(C)NC2=C(C(=O)C(C(=O)OC)C(C)C2)C1c1ccc(OC)c(OC)c1 (stereo unspecified)	-3
33	CCOc1ccccc1C(=O)Nc1ccc(-n2nncc2-c2ccccc2)cc1	-1
34	O=[N+]([O-])c1cccc(C=Nc2ccc3oc(-c4cccc(F)c4)nc3c2)c1O	-12
35	Clc1ccccc1-n1ncnc1-c1ccc(Br)cc1	-1
36	Cc1cc(Oc2coc3cc(OC(=O)c4cccs4)ccc3c2=O)cc(C)c1Cl	-140
37	COc1ccc(CCNC(=O)C2CCCN(S(=O)(=O)c3cccc4nsnc34)C2)cc1OC (stereo unspecified)	4
38	COc1cc(OC)cc(C(=O)N/C(N)=N/c2nc3ccccc3s2)c1	3
39	CC1(C(=O)NCc2ccccn2)CC1Cl (stereo unspecified)	3
40	CC(CN1CCOCC1)OC(=O)c1ccccc1Br (stereo unspecified)	-8
41	COc1cc2cc(C(c3nnnn3C3CCCC3)N3CCCCC3)c(=O)[nH]c2cc1OC (stereo unspecified)	1
42	Cn1c(C(O)c2ccccc2F)nc(Cl)c1Cl (stereo unspecified)	-1
43	O=C(Cc1ccccc1)Nc1nc2ccccc2[nH]1	0
44	CC1CCCCC1NC(=O)CN1C(=O)NC(C)(c2ccc(OC(F)F)cc2)C1=O (stereo unspecified)	1
45	CC(=O)Nc1ccc(S(=O)(=O)N2CCN(C(=O)c3ccc([N+](=O)[O-])cc3)CC2)cc1	-5
46	COc1cccc(CNc2cc(-c3nc4cc(C)cc(C)c4o3)ccc2C)c1O	-27
47	N#Cc1c(NC(=O)CCCN2C(=O)c3ccccc3C2=O)oc(-c2ccccc2)c1-c1ccccc1	-1
48	CC(C(=O)NCc1ccccc1Cl)C1Sc2ccccc2N(Cc2ccccc2F)C1=O (stereo unspecified)	-3
49	COc1cc(OC)c(-c2nc(-c3ccsc3)c(-c3ccccc3)[nH]2)cc1OC	-34
50	COCCCN=CC1=C(O)CC(C)(C)CC1=O	-2
51	Cc1ccc(S(=O)(=O)NC(CC(N)=O)C(=O)O)cc1 (stereo unspecified)	-4
52	C=CCn1c(SCc2ccc(Cl)cc2)nc2cc(C(=O)N3CCC(C(N)=O)CC3)ccc2c1=O	-6
53	CCOc1ccccc1NC(=O)C1C2C=CC(O2)C1C(=O)O (stereo unspecified)	-8
54	CCOC(=O)c1c(CC(C)C)csc1NC(C)=O	2
55	Cc1ccc(N(C(=O)Cn2nnc3ccccc32)C(C(=O)NCc2ccco2)c2ccc(C)o2)cc1 (stereo unspecified)	-4
56	Cc1sc(N=Cc2ccccc2O)c(C#N)c1C	1

Next section:
No.	Structure	14-3-3 PPI
57	COCCCNC(=O)c1ccc2c(c1)N(Cc1ccccc1)C(=O)CS2	3
58	O=C(COc1ccc(Cl)cc1)Nc1sc2c(c1C(=O)Nc1cccc3ccccc13)CCC2	-25
59	CCCCCCOc1ccc(C(=O)Oc2ccccc2)cc1	4
60	CC1CCc2nn(CC(=O)NCCN3CCCCC3C)cc2C1 (stereo unspecified)	0
61	CCOc1ccccc1CNC(=O)c1ccc2c(c1)ncn2C1CCCC1	-16
62	CCCc1nnc(SCC(=O)Nc2ccc(OC)cc2)n1N	0
63	COc1ccc(C2NC(=S)NC3=C2C(=O)CCC3)cc1 (stereo unspecified)	-5
64	O=C(CC(=O)C(F)(F)F)c1cccs1	-44
65	O=C1CNC23CCCCC2C(c2ccccc2O3)C1C(=O)Nc1ccccc1 (stereo unspecified)	5
66	c1ccc(-c2csc3ncn4nnnc4c23)cc1	2&6
67	COCCCN1C(=O)C(=O)/C(=C(/O)c2ccccc2)C1c1ccc2c(c1)OCO2 (stereo unspecified)	1&2
68	Cc1cccn2c(=O)c3cc(C(=O)Nc4ccc(Cl)cc4)sc3nc12	0
69	O=C(Nc1c(-c2ccccc2)nc2ccccn12)c1cccnc1	-11
70	C=CCSC1=C(C#N)C(c2ccc(C(C)C)cc2)CC(=O)N1 (stereo unspecified)	2
71	Cc1noc(NS(=O)(=O)c2ccc(NC(=O)C34CCC(CC3)C4)cc2)c1C	-5
72	COC(=O)c1ccc2c(=O)n(Cc3ccccc3OC)c(=S)[nH]c2c1	-8
73	Cc1ccc(Cn2c(SCc3cccc(F)c3)nc3ccsc3c2=O)cc1	4
74	CCCCOc1ccc(-c2nnc(N)s2)cc1	-4
75	CC(=O)Nc1c2c(nn1-c1ccc([N+](=O)[O-])cc1)CS(=O)(=O)C2	4
76	CCOc1cccc(/C(O)=C2/C(=O)C(=O)N(CCOC)C2c2ccc(C)o2)c1 (stereo unspecified)	2
77	Cc1nnc(SCC(=O)N2CCCCC2)s1	8
78	Cc1cc(Cl)c2c(N)c(C)cc(C)c2n1	-6
79	CC(=O)Nc1cccc(Nc2nc(C)nc3sc4c(c23)CCCC4)c1	-18
80	COc1ccc(CNc2nc3nc(C)c(Cl)c(=O)n3[nH]2)cc1OC	-10
81	CC1CN(C(=O)c2cccc(Cl)c2)CC(C)O1 (stereo unspecified)	3
82	COc1ncc(Cl)c(OC)c1C(N)=O	-3
83	Cc1ccc(-n2ncc3c(=O)n(CC(=O)NC4CCCCC4)cnc32)cc1C	1
84	O=C1CC(c2cccs2)CC2=C1C(c1cccc(O)c1)Nc1ccccc1N2 (stereo unspecified)	-2
85	CN(C)c1ccc(-c2nc3cc(NC(=O)c4ccco4)ccc3o2)cc1	-7
86	CCC(C)NC(=O)CSc1nc2nc(C)c(Cc3cc(C)ccc3C)c(C)n2n1 (stereo unspecified)	-9
87	O=C1CSc2cc(Cl)ccc2N1	0
88	CCCC12CN3CC(C)(CN(C1)C3c1cccs1)C2=O (stereo unspecified)	-1
89	COc1ccc2c(c1OC)C(=O)N1c3ccccc3COC21 (stereo unspecified)	-7
90	COc1ccc(C2CC(C(F)(F)F)n3ncc(C(=O)NCc4cccc(Cl)c4)c3N2)cc1OC (stereo unspecified)	-9
91	CC(C)Cc1nnc(NS(=O)(=O)c2ccc(Cl)cc2)s1	-1
92	COC(=O)CSc1nnc(CNC(=O)c2ccc(S(=O)(=O)N3CCCCC3)cc2)n1C	-11
93	Cc1c(C(=O)NCCC2=CCCCC2)sc2ncnc(N(C)c3ccccc3)c12	-7
94	COc1cccc2c1NC(C(=O)O)C1CC=CC21 (stereo unspecified)	-120&-143
95	COc1cc(C2C3=C(CC(C)(C)CC3=O)Nc3nc(SCc4ccccc4Cl)[nH]c(=O)c32)cc(OC)c1OC (stereo unspecified)	-3
96	COc1ccccc1C1NC(=S)NC2=C1CCc1ccccc12 (stereo unspecified)	-16
97	Cn1nc(-c2ccc(Cl)cc2)c2cc(C(=O)NCc3ccco3)sc21	-3
98	CC(C)(C)NC(=O)N1c2ccccc2Sc2ccccc21	-11
99	C/C(Cl)=C\Cn1c(Nc2ccc(C)cc2)nc2c1c(=O)n(C)c(=O)n2C	-2
100	Cc1cc(F)c(F)c(C(=O)NC2CC2)c1Cl	-1
101	CSc1nc2sc3c(c2c2nncn12)CCC3	-7
102	Cc1ccc(S(=O)(=O)c2c(C)nn(-c3ccccc3)c2OC(=O)c2ccccc2C)cc1	1
103	O=C(c1csc2ccccc12)n1cccn1	-8
104	CCOC(=O)Cc1csc(NC(=O)c2ccc(Cl)c([N+](=O)[O-])c2)n1	-2
105	CCN(Cc1ccccc1)S(=O)(=O)c1cc(Br)cc2c1N(C(C)=O)CC2	5
106	CCCCc1c(C)nc2ccc(Br)cc2c1SCCC(=O)O	2
107	N#Cc1ccccc1NC(=O)CSc1nnc(-c2ccccc2O)n1-c1ccccc1	5
108	Cc1ccc(C)n1-c1ccc(N2CCOCC2)cc1	-6
109	CN(c1ccccc1)S(=O)(=O)c1ccc(C(=O)N=c2sc3cc(Cl)ccc3n2C)cc1	-5
110	CCOc1cccc(=O)c2c(C)n(CC3CCCO3)c(C)c12 (stereo unspecified)	-9&-43
111	Nc1ccc(NC(=O)c2ccccc2)c2c1C(=O)c1ccccc1C2=O	-83
112	Cc1ccc(OCc2nnc(SCC(=O)C(C)(C)C)n2Cc2ccco2)cc1	-2

Reprinted, nos. 106–108
No.	Structure	14-3-3 PPI
106	CCCCc1c(C)nc2ccc(Br)cc2c1SCCC(=O)O	2
107	N#Cc1ccccc1NC(=O)CSc1nnc(-c2ccccc2O)n1-c1ccccc1	5
108	Cc1ccc(C)n1-c1ccc(N2CCOCC2)cc1	-6

The list goes on.
No.	Structure	14-3-3 PPI
113	O=C(Nc1ccc(F)c([N+](=O)[O-])c1)c1cc2ccccc2o1	-7
114	COc1ccc(OC)c(C2CC(=O)Nc3cc4c(cc32)OCO4)c1 (stereo unspecified)	7
115	CCCCOc1ccc(S(=O)(=O)Nc2cccnc2)cc1	-5&-6
116	Cc1csc2nc(CNC(=O)C3CCCCC3)cn12	-1
117	CCSc1nnc2c(n1)OC(c1c(OC)cc(OC)cc1OC)Nc1ccccc1-2 (stereo unspecified)	-2
118	Cc1ccc(OS(=O)Nc2cccc3nccnc23)cc1 (stereo unspecified)	-2
119	O=C(CSc1nc2ccccc2[nH]1)Nc1ccccc1	6
120	CSc1nnc2c(n1)OC(c1cccn1C)N(C(C)=O)c1ccccc1-2 (stereo unspecified)	1&-6
121	O=C(NCCC1=CCCCC1)C1C2C=CC3(CN(Cc4cccs4)C(=O)C13)O2 (stereo unspecified)	-5
122	COc1ccc(-c2nc(CS(=O)CC(=O)NCCC3=CCCCC3)c(C)o2)cc1 (stereo unspecified)	-6
123	CCN1C(=O)c2cccc3c(S(=O)(=O)Nc4cccc(OC)c4)ccc1c23	-17
124	COc1ccc2c(c1)CN(c1ccc(Cl)cc1)CO2	11
125	CC1(C)OC(c2cccc([N+](=O)[O-])c2)Nc2ccccc21 (stereo unspecified)	0
126	CC(C(=O)N1CCCCC1)n1ncn2cccc2c1=O (stereo unspecified)	-2
127	Cc1nc2ccc3nc(NC(=O)c4cccc([N+](=O)[O-])c4)sc3c2s1	-10

Grouped by structure, the entries above containing an NH in an aromatic ring
No.	Structure	14-3-3 PPI
41	COc1cc2cc(C(c3nnnn3C3CCCC3)N3CCCCC3)c(=O)[nH]c2cc1OC (stereo unspecified)	1
43	O=C(Cc1ccccc1)Nc1nc2ccccc2[nH]1	0
49	COc1cc(OC)c(-c2nc(-c3ccsc3)c(-c3ccccc3)[nH]2)cc1OC	-34
72	COC(=O)c1ccc2c(=O)n(Cc3ccccc3OC)c(=S)[nH]c2c1	-8
80	COc1ccc(CNc2nc3nc(C)c(Cl)c(=O)n3[nH]2)cc1OC	-10
95	COc1cc(C2C3=C(CC(C)(C)CC3=O)Nc3nc(SCc4ccccc4Cl)[nH]c(=O)c32)cc(OC)c1OC (stereo unspecified)	-3
119	O=C(CSc1nc2ccccc2[nH]1)Nc1ccccc1	6

The list is partial, so the mix of outcomes need not match the whole.
